Screening data deposited in PubChem BioAssay by several laboratories.
OX1R antag-1 = antagonists of human orexin 1 receptor (OX1R); 330,000 compounds, 1.8% hits; inhibition, % at 6.6 µM; OX1R-expressing cells, FRET antagonist read-out; O43613; AID 485270; in the data active = inhibition mostly above about 38%, no sharp cut-off; inactive = mostly below about 40%;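 note: 0% = agonist challenge alone and 100% = reference antagonist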
Target sequence (O43613 whole entry, looked up): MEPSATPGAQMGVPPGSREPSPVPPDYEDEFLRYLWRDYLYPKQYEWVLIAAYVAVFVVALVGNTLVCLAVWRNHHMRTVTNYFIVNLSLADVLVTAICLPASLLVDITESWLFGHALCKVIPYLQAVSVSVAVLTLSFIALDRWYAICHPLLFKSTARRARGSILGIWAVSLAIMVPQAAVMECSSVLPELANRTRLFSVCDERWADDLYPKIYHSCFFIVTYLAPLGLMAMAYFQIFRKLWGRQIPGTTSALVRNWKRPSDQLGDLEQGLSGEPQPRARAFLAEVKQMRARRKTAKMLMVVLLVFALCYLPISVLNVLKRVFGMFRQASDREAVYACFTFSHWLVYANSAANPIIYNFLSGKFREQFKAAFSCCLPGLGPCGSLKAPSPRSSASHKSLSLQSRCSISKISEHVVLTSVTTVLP
CHT PAM = allosterically activates the human high affinity choline transporter. CHT-expressing cells, membrane potential dye, choline EC20; stronger effect = higher value; LV-AA mutant CHT in HEK293 cells. B-score at 10 µM. 310,000 compounds, 0.49% hits. AID 488977;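 active = initial fluorescence not abnormally high and integrated response B-score, plate-corrected, over 3 SD above library mean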
Target sequence (Q9GZV3 whole entry, looked up): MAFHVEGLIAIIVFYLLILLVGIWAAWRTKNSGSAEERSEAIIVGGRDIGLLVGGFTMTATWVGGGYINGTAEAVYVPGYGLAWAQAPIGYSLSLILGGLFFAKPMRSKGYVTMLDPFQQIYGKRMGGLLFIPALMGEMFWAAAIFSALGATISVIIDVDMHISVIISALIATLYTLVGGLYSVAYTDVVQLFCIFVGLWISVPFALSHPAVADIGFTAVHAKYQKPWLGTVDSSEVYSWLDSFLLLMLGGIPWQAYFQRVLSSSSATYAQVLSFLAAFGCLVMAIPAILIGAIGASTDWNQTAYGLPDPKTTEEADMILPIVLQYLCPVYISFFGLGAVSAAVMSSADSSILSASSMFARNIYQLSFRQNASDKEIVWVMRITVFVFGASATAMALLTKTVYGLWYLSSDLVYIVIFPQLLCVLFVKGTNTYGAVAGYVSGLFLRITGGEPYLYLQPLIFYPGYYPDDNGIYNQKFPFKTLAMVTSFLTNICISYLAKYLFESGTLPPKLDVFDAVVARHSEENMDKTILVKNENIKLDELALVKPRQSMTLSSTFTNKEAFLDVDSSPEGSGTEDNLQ
OX1R antag-2 = antagonists of human orexin 1 receptor; 330,000 compounds, 0.43% hits; AID 434989; inhibition, % at 5 µM; CHO/OX1R cells, Fluo-8 calcium fluorescence, orexin A; O43613;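 active = inhibition above its plate's threshold, mean inhibition of all tested compounds on the plate plus 3 SD, cut at about 37% in these data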;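 note: 0% = orexin A challenge wells and 100% = SB-334867-A antagonist wells; not every result past the cut was called active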
* = called active by the depositor; i = inactive; nt = no result given.

SMILES | OX1R antag-1 | CHT PAM | OX1R antag-2
O=C(NCc1ccccn1)c1cccc(NS(=O)(=O)c2ccc(Br)cc2)c1 | 2 | nt | -21
Cc1ccc(S(=O)(=O)N2CN(CC3CCCO3)c3nc4ccccc4nc32)cc1 (centres undefined) | 10 | i | -15
Nn1c(COc2ccc(Cl)cc2)nc2ccccc2c1=O | 17 | i | -10
CCCN(CCC)CCCNC(=O)CC(C(=O)N1CCc2ccccc21)n1ccnc1 (centres undefined) | 2 | i | -8
CN(Cc1ccc(Cl)c(Cl)c1)C(=O)CN1C(=O)NC2(CCCC2)C1=O | 10 | i | -20
CC1CCc2c(sc(NC(=O)c3ccc(Cn4cc(Br)cn4)o3)c2C(N)=O)C1 (centres undefined) | 11 | i | -18
CC(=O)Nc1ccc(NC(=O)c2ccc(C3SCC(=O)N3CCc3ccccc3)cc2)cc1 (centres undefined) | 13 | i | -14
O=c1[nH]c2ccccc2n1Cc1ccccc1 | 3 | i | -1
CCC(=O)N(CC(=O)Nc1sc(C)c(C)c1C(N)=O)Cc1ccc(F)cc1 | 32 | i | -18
CCOc1ccc(Br)cc1S(=O)(=O)Nc1ccc(C(=O)OC(C)C(=O)N(C)c2ccccc2)cc1 (centres undefined) | 19 | i | 14
COC(=O)C1(O)CC(C(C)C)=NN1C(=O)c1ccc(Cl)cc1 (centres undefined) | 5 | i | -15
COC(=O)CC1C(=O)NCCN1Cc1cn(-c2ccc(C)cc2)nc1-c1cccc(C)c1 (centres undefined) | 13 | i | -24
Cc1c(C)c(C)c(S(=O)(=O)N2CCNCC2)c(C)c1C | 35 | i | -26
OC(Cn1nnc2ccccc21)Cn1c(C(F)(F)F)nc2ccccc21 (centres undefined) | 3 | i | -22
COc1cccc(CNC(=O)c2ccc(OCC(=O)N3CCOCC3)c(OC)c2)c1 | 17 | i | -37

The final two compounds of the section above lead into the next.
SMILES | OX1R antag-1 | CHT PAM | OX1R antag-2
OC(Cn1nnc2ccccc21)Cn1c(C(F)(F)F)nc2ccccc21 (centres undefined) | 3 | i | -22
COc1cccc(CNC(=O)c2ccc(OCC(=O)N3CCOCC3)c(OC)c2)c1 | 17 | i | -37
COc1cc(OC)cc(C(=O)NC(C(=O)NNC(=O)c2ccc(C)cc2)C(C)C)c1 (centres undefined) | -2 | nt | -25
O=C(c1cccc(F)c1)N1CCN(Cc2ccco2)CC1 | -8 | i | -13
O=c1cc(CNC2CCCCC2)c2ccccc2[nH]1 | 0 | i | -11
Cc1nc(Cl)cc(CS(=O)(=O)c2ccc(Cl)cc2)n1 | 17 | i | -8
CCc1nc(SCC(=O)NC2CC2)c2c(C)c(C)sc2n1 | 13 | i | -15
CCOC(=O)Cc1csc(NC(=O)C(C)(C)CC)n1 | 6 | i | -3
Cc1cc(NC(=O)CSCCc2ccncc2)no1 | 10 | i | -4
COc1cccc(/C=C2\SC(=O)N(CCC(=O)N3CCC(C(=O)O)CC3)C2=O)c1 | 25 | i | -13
CCOC(=O)c1c(C2COc3ccccc3O2)csc1NC(=O)c1ccco1 (centres undefined) | 4 | i | -12
COc1ccc(CCNS(=O)(=O)c2cccc3cccnc23)cc1OC | 11 | i | -16
Cc1ccc(C)c(C(=O)Nc2ccncc2)c1 | 0 | i | -16
O=C(CCS(=O)(=O)Cc1ccccc1)N1CCN(c2ccccc2)CC1 | 14 | i | -25
CC(Sc1ccsc1[N+](=O)[O-])C(=O)N1CCN(c2ccccn2)CC1 (centres undefined) | 14 | i | -9
O=C(CSc1nnc(-c2ccncc2)n1Cc1ccco1)Nc1nc(-c2ccccc2)cs1 | 35 | i | 6
O=C(CSc1nnnn1-c1ccccc1)N1CCCc2ccccc21 | 12 | i | -16
COC(=O)Nc1ccc(S(=O)(=O)N2c3ccccc3CCC2C)cc1 (centres undefined) | 13 | i | -4
CCCCc1nnc(NC(=O)CSCc2cc(=O)n3cc(C)sc3n2)s1 | 16 | i | -2
COc1ccc(C2=NN(S(=O)(=O)c3ccccc3)C(c3ccccc3)C2)cc1 (centres undefined) | 8 | i | -22
COc1ccc(C(CCNCc2ccc(OC(C)C)cc2)C(C)C)cc1 (centres undefined) | 9 | i | -14
O=C(Nc1ccc(Cl)cc1)C1CC(=O)n2c(nc3ccccc32)N1 (centres undefined) | 19 | i | 10
CCCN(CCC)C(=O)c1ccc2nc(-c3ccc(OC)c(OC)c3)c(-c3ccc(OC)c(OC)c3)nc2c1 | 2 | i | -23
CCOc1ccc(/C=N/NC(=O)C2(O)c3ccccc3-c3ccccc32)cc1 | 27 | i | -20
O=S(=O)(c1ccc(SCc2ccc(Cl)cc2)nc1)N1CCCC1 | -9 | nt | -20
Cc1cc(-c2nnc3n2N=C(c2ccc(-c4ccccc4)cc2)CS3)n[nH]1 | 4 | i | 57*
O=C(COC(=O)C1CCC1)NCc1ccccc1 | 20 | i | -13
CCN1CCN(CCCOc2ccc(Cl)cc2Br)CC1 | 28 | i | -23
Cc1ccc(NC(=O)COC(=O)Cc2ccccc2)cc1S(=O)(=O)N1CCOCC1 | 15 | nt | -2
CC(C)c1nnc(NC(=O)C2c3ccccc3Oc3ccccc32)s1 | 2 | i | -12
O=C(OCC(=O)N1CCCCC1)c1cc(NS(=O)(=O)c2ccc(Cl)c([N+](=O)[O-])c2)ccc1O | 14 | i | -22
COC(=O)c1c(CSc2cccc(C)c2)noc1C(=O)NCc1ccco1 | 11 | i | -11

Exported with two lines to a compound: part of the list above
Below each SMILES: OX1R antag-1 | CHT PAM | OX1R antag-2
COc1ccc(C(CCNCc2ccc(OC(C)C)cc2)C(C)C)cc1 (centres undefined)
→ 9 | i | -14
O=C(Nc1ccc(Cl)cc1)C1CC(=O)n2c(nc3ccccc32)N1 (centres undefined)
→ 19 | i | 10
CCCN(CCC)C(=O)c1ccc2nc(-c3ccc(OC)c(OC)c3)c(-c3ccc(OC)c(OC)c3)nc2c1
→ 2 | i | -23

Next results
SMILES | OX1R antag-1 | CHT PAM | OX1R antag-2
Cc1ccc(C(=O)O/N=C(\N)c2cccc([N+](=O)[O-])c2)cc1 | 13 | i | -9
O=C1c2ccccc2C(=O)C1c1ccccc1 | 15 | i | -28
Cc1cc(C)c(OCC(=O)NCC(c2ccco2)N2CCCCC2)c(C)c1 (centres undefined) | 2 | nt | -27
COc1ccccc1-c1n[nH]c(=S)o1 | -1 | i | -5
Cc1ccc(C)c(N(C(=O)c2snc(C(N)=O)c2N)C(C(=O)NCC2CCCO2)c2ccc(C)o2)c1 (centres undefined) | 26 | i | -17
CC(C)COc1ccc(C(=O)N(Cc2ccco2)C2CCS(=O)(=O)C2)cc1 (centres undefined) | 29 | i | -25
Brc1cccc(-c2nnc3sc(CNC4CCCC4)cn23)c1 | 10 | i | -31
O=C(c1cc2cc(Cl)ccc2oc1=O)N1CCOCC1 | 7 | i | 6
CCOc1ccc2nc(NC(=O)C3CCN(c4cnccn4)CC3)sc2c1 | 10 | i | 1
Cc1cc(=O)[nH]c(/N=C(\N)Nc2cccc3ccccc23)n1 | 44 | i | -19
O=C(NCCCn1ccnc1)C1c2ccccc2Oc2ccccc21 | 5 | i | -12
COC(=O)c1sc(S(=O)(=O)NCc2ccccc2)c(C(=O)OC)c1C | 9 | i | -10
COc1ccc(CCNS(=O)(=O)c2ccc(-c3ccc(=O)[nH]n3)o2)cc1OC | 21 | i | -13
Cc1cc(C)c2c(N)c(C(=O)NCC3CCCCC3)sc2n1 | 28 | i | -28
CCOc1ccc(N2C(=O)CC(SCc3nc4ccccc4[nH]3)C2=O)cc1 (centres undefined) | 9 | i | -29

Quoted at random: 4 compounds from above, in no set order.
SMILES | OX1R antag-1 | CHT PAM | OX1R antag-2
Cc1cc(=O)[nH]c(/N=C(\N)Nc2cccc3ccccc23)n1 | 44 | i | -19
COc1ccccc1-c1n[nH]c(=S)o1 | -1 | i | -5
CCOc1ccc2nc(NC(=O)C3CCN(c4cnccn4)CC3)sc2c1 | 10 | i | 1
O=C(c1cc2cc(Cl)ccc2oc1=O)N1CCOCC1 | 7 | i | 6

The results go on.
SMILES | OX1R antag-1 | CHT PAM | OX1R antag-2
CCn1ccc(C(=O)Nc2cccc(Cl)c2)n1 | 10 | i | 7
CCc1ccccc1NC(=O)CNC(=O)CCNC(=O)Nc1ccccc1 | 9 | nt | 5
CC(C)CNC(=O)C1CCN(S(=O)(=O)c2ccc3c(c2)OCCO3)CC1 | 13 | i | -2
N/C(=N\N=C\c1ccco1)SC1CC(=O)N(c2ccccc2)C1=O (centres undefined) | 24 | i | 7
O=C1NCCCCC1NS(=O)(=O)c1ccccc1 (centres undefined) | 6 | i | -12
O=C(N/N=C\C=C\c1ccco1)c1cncc(Br)c1 | 8 | i | -5
Cc1ccc(Cn2c(SCCN3CCCCC3)nc3c2c(=O)n(C)c(=O)n3C)cc1 | 4 | i | -20
O=C(COc1ccccc1)N1CCN=C1SCc1ccccc1 | 20 | i | -9
CC1Cc2ccccc2N1CC(=O)Nc1ccc2c(c1)OC(F)(F)O2 (centres undefined) | 2 | i | -10
Cc1ccc(C(=O)NCCc2nnc3ccc(SCC(=O)N4CCCC4)nn23)cc1 | 8 | i | -8
CCCn1c(N2CCC(Cc3ccccc3)CC2)nc2c1c(=O)[nH]c(=O)n2C | 34 | i | -4
O=C(COC(=O)CCc1ccccc1)NC12CC3CC(CC(C3)C1)C2 | 8 | i | -17
CCN(CC)S(=O)(=O)c1ccc(C(=O)/C=C/c2ccc(-c3ccc([N+](=O)[O-])cc3)o2)cc1 | 13 | i | -3
CCN(CC)Cc1csc(C(N)=O)c1 | 23 | i | 3
COc1ccc(C(=O)c2oc3ccc(OC)cc3c2N)cc1 | 16 | i | -17
COCCCN1C2=C(C(=O)CC(C)(C)C2)C(c2ccc(O)c(OC)c2)C2=C1CC(C)(C)CC2=O | 2 | i | -26
COc1cc(OC)cc(C(=O)Nc2ccc(S(=O)(=O)Nc3cnc4ccccc4n3)cc2)c1 | 10 | i | -13
NS(=O)(=O)c1ccc(N/C=C\C(=O)c2ccc(F)cc2)cc1 | 37 | i | 1
COCC(=O)N(Cc1cc2ccccc2[nH]c1=O)c1ccccc1OC | 20 | i | -4
COc1ccc(NCC(=O)Nc2cccc(S(=O)(=O)N3CCCC3)c2)cc1Cl | 9 | nt | 15
O=C(COC(=O)c1ccc(S(=O)(=O)NCc2ccco2)cc1)c1ccccc1 | 31 | i | 5
N/C(=N\OC(=O)c1cccc(Br)c1)c1ccncc1 | 8 | i | -5
COc1cc(C2c3c(oc4cc(C)c(C)cc4c3=O)C(=O)N2c2cc(C)ccn2)ccc1O (centres undefined) | 7 | i | -24
CCOC(=O)c1c(C)[nH]c(C)c1S(=O)(=O)N(C)CC(=O)Nc1cccc(C)n1 | 10 | i | -15
COc1ccc(CN(CCCN2CCOCC2)C(=O)Nc2ccccc2)cc1OC | 14 | i | -14
CCc1ccc(NC(=O)C(=O)NNC(=O)COc2cccc(OC)c2)cc1 | 14 | i | 21
COc1cc(NS(=O)(=O)c2c(C(=O)N3CCOCC3)c(C)n(C)c2C)cc(OC)c1OC | 11 | i | -22
COc1cccc(/C=N/c2oc(-c3ccccc3)cc2C#N)c1O | 7 | i | -2
COC(=O)c1ccc2c(=O)n(Cc3ccc(C(=O)NC4CCCC4)cc3)c(=S)[nH]c2c1 | -5 | i | 1
CCOc1ccccc1NC(=S)N1CCC(c2nc3ccccc3o2)CC1 | 9 | i | -6
COc1ccc(/C=C/C(=O)NCC(=O)N/N=C(/C)c2ccco2)cc1 | 13 | i | -8
O=C(CSc1nnc(NC(=O)c2ccccc2)s1)NCC1CCCO1 (centres undefined) | 25 | i | -10
Nc1cc(=O)[nH]c(=O)n1-c1cccc(F)c1 | 12 | i | -11
Cc1nn(-c2ccccc2)c(Cl)c1/C=N/NC(=O)CNc1n[nH]c(=O)[nH]c1=O | 4 | i | -2
CC(NC(=O)c1ccc(N2CCCC2)c([N+](=O)[O-])c1)c1ccc(S(N)(=O)=O)cc1 (centres undefined) | 34 | i | -14
COC(=O)c1ccccc1NC(=O)C(CCS(C)(=O)=O)NC(C)=O (centres undefined) | 22 | i | -4
COc1ccc(CNCC2COc3ccccc3O2)cc1 (centres undefined) | -9 | i | -28
COCc1cc(=O)[nH]c(/N=C(\N)Nc2c(F)cccc2F)n1 | 2 | i | -8
C/C(N)=C(/C#N)C(=O)CSc1nc2cc(Cl)ccc2s1 | 56* | i | -14
Cc1ccc(CN2CC(C(=O)N3CCN(S(=O)(=O)c4c(F)cccc4F)CC3)CC2=O)cc1 (centres undefined) | 6 | i | -29
CCOc1ccc(S(=O)(=O)N2CCC(C(=O)NC3CCCCC3)CC2)cc1 | 7 | i | -13

Limited to OX1R antag-2 (six entries from above):
SMILES,OX1R antag-2
COC(=O)c1ccccc1NC(=O)C(CCS(C)(=O)=O)NC(C)=O (centres undefined),-4
Cc1ccc(CN2CC(C(=O)N3CCN(S(=O)(=O)c4c(F)cccc4F)CC3)CC2=O)cc1 (centres undefined),-29
COc1ccc(CNCC2COc3ccccc3O2)cc1 (centres undefined),-28
O=C(CSc1nnc(NC(=O)c2ccccc2)s1)NCC1CCCO1 (centres undefined),-10
CC(NC(=O)c1ccc(N2CCCC2)c([N+](=O)[O-])c1)c1ccc(S(N)(=O)=O)cc1 (centres undefined),-14
Nc1cc(=O)[nH]c(=O)n1-c1cccc(F)c1,-11
